Screening results deposited in PubChem by several laboratories.
FID counter: fluorescent intercalator displacement, NS3 helicase counter-screen | DNA fluorescent intercalator displacement, fluorescence | inhibition, % at 7.9 µM | actives 0.17% (n = 290,000) | AID 1845; in the data active = inhibition above about 37%;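 also: 0% = vehicle and 100% = reference compound; higher means more ethidium bromide displaced from hairpin DNA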
MEKK2mut PB1 HTS: signal of MEK5 binding to mutant human MEKK2 PB1 domain; bead flow cytometry, Alexa488-MEK5 binding to MEKK2 mutant; percent response, % at 10 µM; actives 0.35% (n = 290,000); in the data active = percent response above about 24%, passing the limit was not always enough; also: inactives centre near 1; some results filed as inactive read as strong as hits; reference of the scale not given here
GPR7 antag: blocks human GPR7 receptor signaling; GPR7-expressing cells, fluorescence antagonist assay; AID 1861; inhibition, % at 4.4 µM; P48145; actives 1.1% (n = 290,000); in the data active = inhibition above about 16%, passing the limit was not always enough;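 also: cells stimulated with the agonist NPW; 0% = agonist with vehicle and 100% = vehicle without agonist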
Target sequence (P48145 whole entry, looked up): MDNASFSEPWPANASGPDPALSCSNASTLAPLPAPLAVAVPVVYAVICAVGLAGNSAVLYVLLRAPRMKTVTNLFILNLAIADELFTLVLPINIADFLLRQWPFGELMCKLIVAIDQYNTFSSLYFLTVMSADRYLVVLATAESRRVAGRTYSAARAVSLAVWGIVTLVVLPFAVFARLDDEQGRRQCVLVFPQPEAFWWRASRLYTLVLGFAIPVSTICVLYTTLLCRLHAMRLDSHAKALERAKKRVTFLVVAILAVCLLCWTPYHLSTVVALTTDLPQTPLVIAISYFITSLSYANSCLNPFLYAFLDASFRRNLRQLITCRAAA
PfM18AAP inh: PfM18AAP enzyme inhibition; recombinant PfM18AAP, H-Glu-NHMec fluorogenic cleavage; actives 1.2% (n = 290,000); inhibition, % at 7.35 µM;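 active = inhibition above the campaign mean inhibition over all tested compounds plus 3 SD, cut at about 28% in these data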;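 also: 0% = plate median of test compound wells and 100% = 2 mM ZnCl2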
MEKK2 WT-MEK5: raises or lowers MEK5 binding to wildtype human MEKK2 PB1 domain. Q9Y2U5. bead flow cytometry, Alexa488-MEK5 binding to MEKK2 WT; actives lie on both sides. binding response (% of control), % at 10 µM. actives 1.1% (n = 290,000). AID 1531; in the data active = binding response below about 67% or above about 130%
MEKK3 PB1 HTS: raises or lowers MEK5 binding to the human MEKK3 PB1 domain. Q99759. bead-based flow cytometry, Alexa488-MEK5 binding to MEKK3; actives lie on both sides; 0 = blocked by unlabeled MEK5, 100 = vehicle. binding response (% of control), % at 10 µM. actives 1.4% (n = 290,000);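 active = binding response more than 3 SD above or below the average of its plate-row segment, actives on both sides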;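 also: Alexa488 bead fluorescence after subtracting the streptavidin-only scavenger bead signal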
PHOSPHO1 inh: inhibitors of human PHOSPHO1 phosphatase; AID 1565; recombinant PHOSPHO1, absorbance phosphatase assay; actives 1.1% (n = 290,000); inhibition, % at 13.3 µM; Q8TCT1; in the data active = inhibition above about 60%
Target sequence (Q8TCT1 whole entry, looked up): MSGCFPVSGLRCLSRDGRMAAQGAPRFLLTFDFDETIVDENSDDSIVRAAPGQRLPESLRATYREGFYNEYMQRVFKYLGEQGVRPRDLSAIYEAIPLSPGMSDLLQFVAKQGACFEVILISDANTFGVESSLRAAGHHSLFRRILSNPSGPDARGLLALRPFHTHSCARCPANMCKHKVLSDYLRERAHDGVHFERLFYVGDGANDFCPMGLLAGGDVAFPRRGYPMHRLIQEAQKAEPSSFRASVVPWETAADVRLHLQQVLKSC
OXTR agonist: human OXTR agonism; P30559; CHO-OTR cells, Fluo-8 calcium fluorescence; normalized: DMSO 0%, oxytocin 100%; activation, % at 3 µM; actives 0.32% (n = 320,000);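 active = activation above the mean of all tested compounds plus 3 SD, cutoff set per screening run, cut at about 20% in these data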;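 also: peak over basal fluorescence ratio from a 100 s FLIPR kinetic read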
Target sequence (P30559 whole entry, looked up): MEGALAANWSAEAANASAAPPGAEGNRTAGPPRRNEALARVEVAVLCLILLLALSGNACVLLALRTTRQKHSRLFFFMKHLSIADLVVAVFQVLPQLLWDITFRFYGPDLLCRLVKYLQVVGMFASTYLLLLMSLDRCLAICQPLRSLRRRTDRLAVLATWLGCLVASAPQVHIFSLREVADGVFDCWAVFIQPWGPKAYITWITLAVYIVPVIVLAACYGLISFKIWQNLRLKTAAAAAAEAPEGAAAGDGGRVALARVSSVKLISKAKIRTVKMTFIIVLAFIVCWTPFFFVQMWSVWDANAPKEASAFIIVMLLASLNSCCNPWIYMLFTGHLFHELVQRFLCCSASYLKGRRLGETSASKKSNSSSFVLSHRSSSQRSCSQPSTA
NALP1 inh: inhibitors of NALP1 inflammasome in yeast; S. cerevisiae NALP1/ASC/caspase-1 growth, X-gal OD620, 72 h; inhibition, % at 10 µM; actives 0.61% (n = 280,000); in the data active = inhibition mostly above about 24%, no sharp cut-off; inactive = mostly below about 32%; also: some compounds called inactive have numbers as strong as hits
An asterisk follows results filed as active; nt = not tested or not shown. No enrichment for hits, and some 6.2% of all compounds hit somewhere here.

SMILES	FID counter	MEKK2mut PB1 HTS	GPR7 antag	PfM18AAP inh	MEKK2 WT-MEK5	MEKK3 PB1 HTS	PHOSPHO1 inh	OXTR agonist	NALP1 inh
CC(=O)NC1=NC(=O)/C(=C/c2cc(C)n(-c3cccc(C(=O)O)c3)c2C)S1	-30	-2	-25	33*	101	101	-10	nt	10
CCCNC(=O)c1ccccc1C(=O)NC1(C(=O)NCCC)CCCC1	-3	1	-3	4	101	102	37	-0.1	1
CCOC(=O)c1cc(-c2ccccc2)sc1NC(=O)CC(C)C	-14	-4	-14	-7	93	95	27	-1.8	2
Cc1ccc2nc(-c3ccc(NS(=O)(=O)c4c(C)n(C)c(=O)n(C)c4=O)cc3)sc2c1	-26	-4	7	3	91	93	42	2.5	nt
COc1cc2c(cc1OC)C(C(=O)NC1CC1)C1c3ccccc3CCN1C2=O (stereo unspecified)	-12	9	-14	-2	102	100	nt	-0.2	nt
Cc1onc(-c2c(F)cccc2Cl)c1C(=O)NCc1ccccc1	-14	10	3	-1	101	102	24	-0.2	-6
COC(=O)c1c(NC(=O)COC(=O)Cn2cnc3ccccc32)sc2c1CCCC2	-10	-1	-9	4	97	98	-40	1.6	5
C/C(=N\NC(=O)c1c[nH]c2ccccc12)c1ccc2c(c1)OCO2	-3	1	2	-63	96	96	4	-0.2	-4
Cc1ccc(NS(=O)(=O)c2ccc3c(c2)oc(=O)n3C)cc1F	-1	7	6	-8	105	107	-16	9.9	7
C#C[C@]1(OC(C)=O)CCC2C3CCC4=CC(=O)CC[C@@H]4C3CC[C@@]21C (stereo partly specified)	-25	5	-10	6	105	102	25	3.5	2
Cc1ccccc1C(=O)Nc1c(-c2cccs2)c(=O)c2ccccc2n1C	-3	-1	-2	1	102	100	33	-0.2	-6
Cc1cc(C)c(S(=O)(=O)NCC(=O)O)cc1C	1	-5	-12	-7	90	85	3	0.6	7
Cn1c(=O)cc(SCC(=O)NCc2cccnc2)c2ccccc21	-3	0	2	-1	99	94	-10	-0.2	-73
Nc1c(N2CCCCC2)c(=O)[nH]c(=O)n1-c1ccccc1	-5	-9	-19	0	93	95	-7	0.2	0
CCc1ccc(Oc2coc3cc(OC(=O)c4cc5ccccc5oc4=O)ccc3c2=O)cc1	-3	0	-1	-8	105	103	-7	-0.7	3
O=C1C(CSCc2ccccc2)NC(=S)N1c1ccccc1 (stereo unspecified)	0	1	8	-4	94	100	-11	-1.1	13
COc1cc2c(cc1OC)CN(C(=O)c1cccc([N+](=O)[O-])c1)CC2	-3	4	-6	-8	104	110	24	-0.7	3
COCCCn1c(C)c(C(C)=O)cc(NC(=O)c2ccccc2)c1=O	-18	-5	1	-15	90	87	49	0.2	22
COc1ccc(-c2csc3ncnc(Oc4ccc5c(C)cc(=O)oc5c4)c23)cc1	-9	11	-5	-7	108	103	-5	-1.7	30
O=P(O)(O)c1cc(-c2ccccc2)oc1-c1ccccc1	-10	-3	-6	3	95	100	33	0.4	-28
Cc1cc(NC(=O)c2cccs2)ncc1NC(=O)C(C)(C)C	-3	5	-10	-5	108	105	20	1.9	-2
Cc1nnc(Nc2ccc(O)cc2)[nH]c1=O	-3	3	1	11	99	104	-16	6.4	6
COc1cc(/C=N/Nc2nc(C)cc(=O)[nH]2)ccc1OC(=O)c1cccnc1	0	0	-7	3	100	108	-25	0.4	-2
COc1cc(C(=O)O[C@H]2CC(C)=CC[C@@]3(C)CC[C@@](O)(C(C)C)[C@H]23)ccc1O	-36	5	-15	5	102	104	31	-0.9	-11
CCn1c(SCC(=O)Nc2nccs2)nnc1-c1ccco1	-3	-1	-17	-1	102	102	28	0.6	16

Entries of single compounds, quoted from the list. Screens in order: FID counter, MEKK2mut PB1 HTS, GPR7 antag, PfM18AAP inh, MEKK2 WT-MEK5, MEKK3 PB1 HTS, PHOSPHO1 inh, OXTR agonist, NALP1 inh
`Cc1nnc(Nc2ccc(O)cc2)[nH]c1=O` reads -3, 3, 1, 11, 99, 104, -16, 6.4, 6
`COc1cc(/C=N/Nc2nc(C)cc(=O)[nH]2)ccc1OC(=O)c1cccnc1` reads 0, 0, -7, 3, 100, 108, -25, 0.4, -2
`Cn1c(=O)cc(SCC(=O)NCc2cccnc2)c2ccccc21` reads -3, 0, 2, -1, 99, 94, -10, -0.2, -73
`COC(=O)c1c(NC(=O)COC(=O)Cn2cnc3ccccc32)sc2c1CCCC2` reads -10, -1, -9, 4, 97, 98, -40, 1.6, 5
`Cc1ccc2nc(-c3ccc(NS(=O)(=O)c4c(C)n(C)c(=O)n(C)c4=O)cc3)sc2c1` reads -26, -4, 7, 3, 91, 93, 42, 2.5, nt

4 entries from above, as labelled records.
canonical_smiles: Cc1nnc(Nc2ccc(O)cc2)[nH]c1=O
  FID counter = -3 | MEKK2mut PB1 HTS = 3 | GPR7 antag = 1 | PfM18AAP inh = 11 | MEKK2 WT-MEK5 = 99 | MEKK3 PB1 HTS = 104 | PHOSPHO1 inh = -16 | OXTR agonist = 6.4 | NALP1 inh = 6
canonical_smiles: CC(=O)NC1=NC(=O)/C(=C/c2cc(C)n(-c3cccc(C(=O)O)c3)c2C)S1
  FID counter = -30 | MEKK2mut PB1 HTS = -2 | GPR7 antag = -25 | PfM18AAP inh = 33* | MEKK2 WT-MEK5 = 101 | MEKK3 PB1 HTS = 101 | PHOSPHO1 inh = -10 | OXTR agonist = nt | NALP1 inh = 10
canonical_smiles: Cc1ccc2nc(-c3ccc(NS(=O)(=O)c4c(C)n(C)c(=O)n(C)c4=O)cc3)sc2c1
  FID counter = -26 | MEKK2mut PB1 HTS = -4 | GPR7 antag = 7 | PfM18AAP inh = 3 | MEKK2 WT-MEK5 = 91 | MEKK3 PB1 HTS = 93 | PHOSPHO1 inh = 42 | OXTR agonist = 2.5 | NALP1 inh = nt
canonical_smiles: CCc1ccc(Oc2coc3cc(OC(=O)c4cc5ccccc5oc4=O)ccc3c2=O)cc1
  FID counter = -3 | MEKK2mut PB1 HTS = 0 | GPR7 antag = -1 | PfM18AAP inh = -8 | MEKK2 WT-MEK5 = 105 | MEKK3 PB1 HTS = 103 | PHOSPHO1 inh = -7 | OXTR agonist = -0.7 | NALP1 inh = 3

Returning to the listing; the 2 compounds before the break are reprinted first.
SMILES	FID counter	MEKK2mut PB1 HTS	GPR7 antag	PfM18AAP inh	MEKK2 WT-MEK5	MEKK3 PB1 HTS	PHOSPHO1 inh	OXTR agonist	NALP1 inh
COc1cc(C(=O)O[C@H]2CC(C)=CC[C@@]3(C)CC[C@@](O)(C(C)C)[C@H]23)ccc1O	-36	5	-15	5	102	104	31	-0.9	-11
CCn1c(SCC(=O)Nc2nccs2)nnc1-c1ccco1	-3	-1	-17	-1	102	102	28	0.6	16
COc1cccc(NC(=O)COc2ncnc3sc(C)c(C)c23)c1	-3	-1	-2	2	98	101	-1	0.6	8
CN1CCN(C(=O)CN2C(=O)CC(C)(C)S(=O)(=O)c3ccccc32)CC1	-2	8	8	2	101	103	10	0.2	0
CCc1ccc(-n2c(O)cnc2Nc2nc(C)cc(C)n2)cc1	nt	2	nt	nt	105	103	-1	-0.2	-16
COc1cc(Cl)ccc1OCc1cc(C(=O)N2CCN(C)CC2)no1	-4	3	-9	-10	101	103	22	1.1	26
CN(C)CCCNc1ccc(-c2cc(Nc3cccc(Cl)c3)ncn2)cn1	nt	15	nt	nt	159*	93	31	1.2	nt
CCSc1nc2sc3c(c2c(=O)[nH]1)CCCC3	-2	3	-9	-8	94	96	2	-1.1	6
COc1ccccc1-c1cc(C(=O)Nc2cccnc2Cl)no1	-2	0	-18	3	98	103	41	-1.2	19
Cn1nc(C(F)(F)F)c2cc(NC(=O)OCc3ccc(F)cc3)sc21	-8	0	-14	-1	97	100	28	-0.8	-12
COc1ccc(CC(=O)OC(C)CN2CCCC2)cc1 (stereo unspecified)	21	9	-1	-10	111	103	23	1.7	8
COc1ccc(-c2cc(C(F)(F)F)n3ncc(C(=O)NCc4ccco4)c3n2)cc1	-18	-9	-2	10	92	94	12	-1.8	18
O=C(Cn1c(=O)oc2ccccc21)N1CCN(c2ccc(N3CCOCC3)nn2)CC1	-3	12	-9	1	121	113	17	-1.4	-20
COc1ccc(OCC(=O)Nc2ccc3c(c2)C(=O)NC3=O)cc1	-6	-9	29*	12	86	89	30	0.8	20
Cn1nc(-c2ccc(Cl)cc2)c2cc(C(=O)N3CCOCC3)sc21	-23	5	6	1	109	106	-16	0.7	0
O=C(Nc1ccccc1)Nc1ccno1	-1	-21	27*	-7	70	57	20	0.1	13
Cc1ccc(-n2ccc(-c3nn(-c4ccccc4)ccc3=O)n2)cc1	-17	-7	-21	-4	90	95	-4	-1.6	23
Cc1cc(C)cc(N(CC(=O)Nc2ccc(C(F)(F)F)cc2)S(=O)(=O)c2c(C)[nH]c(=O)[nH]c2=O)c1	-50	1	2	1	100	103	14	0.1	17
CCOc1ccc(-c2n[nH]c(=S)n2/N=C/c2cc3c(cc2[N+](=O)[O-])OCO3)cc1	-3	-1	-8	-2	99	101	58	0.2	12
Cc1c(N(C(=O)c2cnccn2)C2(C(=O)NC3CCCC3)CCCCC2)c(=O)n(-c2ccccc2)n1C	-22	3	-21	0	106	104	-3	1.2	-3
Nc1ccc(C(=O)N/N=C/c2ccccc2)cc1	-1	3	-8	-16	103	101	-16	-0.8	-2
Cc1noc(C)c1COC(=O)C1(c2cccc(F)c2)CCCC1	-18	1	-5	-3	104	96	-2	-2.6	6
COc1ccc(NC(=O)C2Cc3cc(S(=O)(=O)N4CCCCC4)ccc3N2C(C)=O)cc1Cl (stereo unspecified)	-27	1	2	1	99	99	12	0.8	1
COc1ccc(C(=O)NC(=S)Nc2cc3oc4ccccc4c3cc2OC)cc1	-6	-2	-11	2	91	95	-15	0.3	24
Cc1cc(NC(=O)CN2C(=O)S/C(=C\c3ccccc3)C2=O)no1	-3	8	-3	0	106	101	-16	-0.4	14
CC(/C=N/n1c(-c2ccccn2)n[nH]c1=S)=C\c1ccccc1	-2	5	-7	-2	103	100	20	-0.3	7
O=C(CCN1C(=O)/C(=C/c2ccc(Cl)cc2)SC1=S)Nc1cccc(C(=O)O)c1	-16	9	-10	-20	102	111	nt	1.0	0

(next part)
SMILES	FID counter	MEKK2mut PB1 HTS	GPR7 antag	PfM18AAP inh	MEKK2 WT-MEK5	MEKK3 PB1 HTS	PHOSPHO1 inh	OXTR agonist	NALP1 inh
COc1ccc2c(-c3cc4ccc(OCc5ccc(F)cc5)cc4oc3=O)cc(=O)oc2c1	-2	-1	-8	-8	96	101	2	1.5	28
Cc1ccc(-n2ncc3c2CCCC3NC(=O)c2cnccn2)cc1C (stereo unspecified)	-47	-4	-8	-9	96	101	26	nt	-12
CCC(c1nnc(SCC(=O)Nc2ccc(C(C)=O)cc2)n1C1CCCCC1)N(C)C (stereo unspecified)	-4	-1	-12	-12	96	98	6	-1.2	22
CCN(CC(=O)NCc1cccs1)C(=O)c1cccc(S(=O)(=O)N2CCc3ccccc32)c1	-31	-3	-19	-2	98	100	-3	2.9	-1
COC(=O)C/C(O)=C(/N=Nc1cccc(C(F)(F)F)c1)C(=O)OC	-31	-8	11	14	90	88	-1	-1.5	-18
COc1ccc(-c2ccc(C(=O)O)o2)c([N+](=O)[O-])c1	-1	-4	-10	9	99	106	29	0.4	-2
CC(=O)Nc1sc2c(c1C#N)CC(C)(C)NC2(C)C	-1	2	3	-7	100	105	-16	-0.3	9
COc1cccc(C(=O)C2CCCN(C(=O)c3cccc(C#CC(C)(C)O)c3)C2)c1 (stereo unspecified)	-28	-10	2	-11	88	98	28	3.1	23
Cc1ccc2nsnc2c1NC(=O)c1ccc(-c2cc(Cl)ccc2Cl)o1	-1	10	-11	-14	103	100	9	-0.6	-11
O=C(CN1C(=O)NC2(CCCC2)C1=O)Nc1ccc(C(F)(F)F)cc1	-6	-5	18	1	99	100	6	0.7	14
O=C(Cn1nnc2ccccc21)NCc1ccccc1	2	-3	-5	4	92	84	0	-0.1	14
CCN(Cc1ccccc1)C(=O)c1cc(S(=O)(=O)N2CCOCC2)cn1C	-15	-2	0	0	101	105	7	0.3	11
